Screening results from PubChem.
ABHD4 inh: ABHD4 inhibitors, primary screen, biochemical, fluorescence polarization, mouse; (Lyso)-N-acylphosphatidylethanolamine lipase (Mus musculus), Q8VD66; purified mABHD4, FP-Rh probe fluorescence polarization; inhibition, % at 8.92 µM; 0.54% of 370,000 active;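 active means inhibition exceeding the mean over every tested compound plus 3 SD, cut at about 30% in these data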;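 further: 0% = plate median of compound wells and 100% = S159A mutant with DMSO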
Target sequence (Q8VD66 whole entry, looked up): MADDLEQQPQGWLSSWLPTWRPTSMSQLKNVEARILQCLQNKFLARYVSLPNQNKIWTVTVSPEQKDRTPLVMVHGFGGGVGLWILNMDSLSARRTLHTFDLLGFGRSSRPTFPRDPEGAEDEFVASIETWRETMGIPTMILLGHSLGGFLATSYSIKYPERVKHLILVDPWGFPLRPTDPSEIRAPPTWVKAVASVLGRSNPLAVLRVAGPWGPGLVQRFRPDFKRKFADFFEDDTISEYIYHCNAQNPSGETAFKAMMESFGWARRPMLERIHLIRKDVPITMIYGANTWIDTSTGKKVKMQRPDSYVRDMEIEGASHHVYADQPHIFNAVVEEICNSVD
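System: mouse ABHD4 enzyme, wild type / Medium: HEPES pH 7.0, NaCl, Pluronic buffer / Reagent: FP-Rh activity-based fluorescent probe / Control set: S159A mutant high control, sample median low control / Detection: fluorescence polarization with parallel and perpendicular emission, 525/598 nm / Schedule: 45 min + 60 min at 25 °C / Compound dosing: 8.92 µM, single dose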
Rev-erbA mod: modulators of Rev-erb alpha DNA binding, primary screen, biochemical, FITC-DNA, fluorescence polarization, uHTS | 0.79% of 370,000 active | activity, % at 10 µM | Rev-erbα–FITC-DNA binding, 90 min | Nuclear receptor subfamily 1 group D member 1 (Homo sapiens), P20393 | AID 1259318, 2017;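 active means activity above about 14%, limit read from the data; passing the limit was not always enough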;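 further: 0% = DMSO wells with 35 nM protein and 100% = DMSO wells with 750 nM protein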
PG9 binder: binders of HIV-1 gp120 antibody PG9, primary screen, biochemical, TR-FRET; inhibition, % at 6.7 µM; AID 624416, 2012; 0.43% of 360,000 active; TR-FRET gp120-PG9 antibody binding; in the data active means inhibition above about 8.5%
HTRA1 inh: HTRA1 serine protease inhibitors, primary screen, biochemical, fluorescence polarization, HTS; AID 504803, 2011; inhibition, % at 5.96 µM; 0.5% of 340,000 active; recombinant HTRA1, FP-rhodamine activity-based probe; in the data active means inhibition above about 36%;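 further: 0% = enzyme with DMSO and 100% = wells lacking enzyme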
TCR-CD3 inh: inhibitors of human TCR-CD3 interaction, primary screen, biochemical, fluorescence, TAMRA-labeled TCR probe; T-cell receptor (TCR); inhibition, % at 9.4 µM; 0.37% of 360,000 active; in the data active means inhibition above about 19%;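 further: recombinant mutant TCR 2C K166C tagged with TAMRA read by polarization; 0% = receptor in buffer alone and 100% = receptor with positive control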
SIAE inh: human SIAE inhibitors, primary screen, biochemical, fluorescence polarization, FP-Rh probe, 1536-well HTS | Sialate O-acetylesterase (Homo sapiens), Q9HAT2 | SIAE FP-Rh probe binding | inhibition, % at 9.66 µM | 0.69% of 370,000 active | AID 1053197, 2014;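 active means inhibition above a cutoff: mean of compounds within the control limits plus 3 SD of those, cut at about 17% in these data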;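 further: 0% = plate median of compound wells and 100% = probe without SIAE protein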
Target sequence (Q9HAT2 whole entry, looked up): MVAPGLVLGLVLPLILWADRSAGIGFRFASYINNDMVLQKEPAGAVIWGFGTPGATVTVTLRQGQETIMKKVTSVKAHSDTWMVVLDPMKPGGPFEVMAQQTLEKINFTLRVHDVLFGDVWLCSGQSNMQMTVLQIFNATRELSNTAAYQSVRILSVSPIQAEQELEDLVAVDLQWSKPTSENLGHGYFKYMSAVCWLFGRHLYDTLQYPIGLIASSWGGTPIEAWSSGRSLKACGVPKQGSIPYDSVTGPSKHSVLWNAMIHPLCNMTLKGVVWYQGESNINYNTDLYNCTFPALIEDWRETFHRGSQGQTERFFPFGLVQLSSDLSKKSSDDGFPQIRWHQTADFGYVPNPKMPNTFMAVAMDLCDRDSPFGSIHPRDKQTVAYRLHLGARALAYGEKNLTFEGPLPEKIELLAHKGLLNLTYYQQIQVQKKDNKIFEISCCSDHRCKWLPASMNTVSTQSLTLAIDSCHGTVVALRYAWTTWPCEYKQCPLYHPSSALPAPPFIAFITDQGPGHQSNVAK
TDP2 inh: human TDP2 enzyme inhibitors, primary screen, biochemical, epi absorbance, recombinant enzyme. Tyrosyl-DNA phosphodiesterase 2 (Homo sapiens), O95551. T5PNP hydrolysis, p-nitrophenol absorbance 415 nm. inhibition, % at 12.8 µM. 0.34% of 370,000 active. AID 720702, 2013;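 active means inhibition above the mean of all tested compounds plus 3 SD, set per campaign, cut at about 25% in these data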;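 further: 0% = DMSO with enzyme and 100% = buffer with substrate but no TDP2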
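System – recombinant human TDP2 · Amount – 120 nM TDP2 per well · Buffer or medium – Mg2+-containing Tris-HCl buffer, pH 7.5 · Reagent – T5PNP substrate, 5 mM · Dosing – 12.8 µM single point, 1% DMSO · Incubation – 2 h at 37 °C · Measured by – epi absorbance · Read-out basis – percent inhibition · Benchmarks – high control without enzyme, low control DMSO plus TDP2 · Repeats – singlicate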
LEDGF integ inh: blockers of LEDGF/p75-dependent integrase strand transfer – biochemical, TR-FRET, high throughput, primary screen; HIV-1 integrase (with human LEDGF/p75); TR-FRET IN-LEDGF/p75 DNA integration, Eu/Cy5; inhibition, % at 3.7 µM; 0.64% of 370,000 active; AID 743269, 2014;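 active means inhibition above the screen-wide mean plus 3 SD, cut at about 13% in these data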;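 further: signal is the Cy5 over europium emission ratio at 671 and 618 nm; 0% = plate median of compound wells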
PRMT1 FP inh: PRMT1 methyltransferase inhibitors, primary screen, biochemical, fluorescence polarization; recombinant PRMT1, activity-based probe fluorescence polarization; inhibition, % at 2.79 µM; 1.3% of 370,000 active; AID 652257, 2013;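 active means inhibition above about 21% made by adding two undisclosed values, limit read from the data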
rCAG binder: binders of r(CAG) RNA repeats, primary screen, biochemical, fluorescence; r(CAG) RNA repeat, TO-PRO-1 dye displacement fluorescence; inhibition, % at 3 µM; 1.3% of 370,000 active; AID 651821, 2012;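 active means inhibition above the plate cutoff, the mean of all test compounds on that plate plus 3 SD, cut at about 35% in these data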;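 further: 0% = DMSO alone and 100% = 100 µM mitoxantrone as full dye displacement; higher means more dye released from RNA so lower well fluorescence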
* marks the source's active call; other numbers are inactive results; nt = not tested or not shown. Not all compounds are listed; count on the stated rates, not on these rows.

No. | Compound | PRMT1 FP inh | PG9 binder | rCAG binder | Rev-erbA mod | TCR-CD3 inh | HTRA1 inh | LEDGF integ inh | SIAE inh | ABHD4 inh | TDP2 inh
1 | Cc1nc2sccn2c(=O)c1Cl | 0 | 1.6 | -2 | 2 | -1 | 6 | 2 | -3 | 0 | 0
2 | CCNC(=O)C1(C)CCCN(C(=O)c2ccnc(Cl)c2)C1 (configuration not stated) | 1 | 0.5 | 4 | -8 | -8 | nt | 2 | 5 | -2 | -8
3 | Cc1ccc(Nc2ncccc2C(N)=O)cc1 | -4 | -0.6 | 2 | -6 | 5 | 4 | -3 | 9 | 9 | -10
4 | Cc1c(C)c2ccc(OCC(=O)N[C@@H](Cc3c[nH]c4ccccc34)C(=O)O)cc2oc1=O | 5 | -2.0 | 18 | -5 | 3 | -3 | 0 | 5 | 4 | 2
5 | COc1ccccc1N(C(=O)c1csnn1)C(C(=O)NC1CCCC1)c1ccccc1 (configuration not stated) | -3 | -1.4 | -5 | 1 | 0 | 9 | 8 | 2 | -1 | -4
6 | O=C(Cn1nc(Cc2ccncc2)c2ccccc2c1=O)N1CCN(C(=O)c2ccco2)CC1 | -5 | 2.0 | 6 | 0 | -1 | -5 | -1 | 6 | -3 | -13
7 | CCCC(c1nnnn1CC1CCCO1)N1CCN(c2cc(Cl)ccc2C)CC1 (configuration not stated) | 4 | -0.9 | 2 | -8 | -2 | -6 | 1 | 1 | 2 | -6
8 | Cc1ccnc(NC(=O)c2ccc(S(=O)(=O)c3ccccc3)cc2)c1 | 0 | -2.5 | -2 | -1 | -1 | -5 | 0 | -4 | 0 | -2
9 | O=C(OCCOCn1cc(Br)c(=O)[nH]c1=O)c1ccccc1 | 5 | 0.0 | -2 | 0 | -3 | nt | -9 | 1 | 1 | -15
10 | CC(C)N1CC(C(=O)Nc2ccccc2)CC1=O (configuration not stated) | 1 | -0.1 | 0 | -8 | -4 | 7 | 1 | 0 | 7 | -5
11 | CCOC(=O)[C@]12CCCCC/C=C\1N(Cc1ccc(OC)cc1)C(=O)[C@H]2CC(=O)N1CCOCC1 | 1 | nt | 4 | 10 | nt | nt | -1 | -1 | 3 | 0
12 | O=C(O)CCN1C(=O)NC2(CCCC2)C1=O | -1 | -1.5 | 2 | -1 | 0 | -4 | 2 | 8 | -9 | -8
13 | CCc1ccc(NC(=O)c2ccc(NC3=NC4CS(=O)(=O)CC4S3)cc2)cc1 (configuration not stated) | -2 | -0.2 | 10 | 2 | -2 | -12 | 2 | -5 | -6 | -5
14 | COc1ccc(C(=O)Nc2cccc3c2C(=O)NC3=O)cc1S(=O)(=O)N1CCOCC1 | 5 | 1.1 | 1 | 12 | 3 | -1 | -1 | -6 | 2 | 16
15 | Cc1ccc(NC(=O)CSc2ccc(-c3cccnc3)nn2)cc1Cl | -1 | 4.6 | 1 | 17 | 4 | -6 | 0 | 2 | -1 | 4
16 | CCSc1nnc(NC(=O)c2c(C)noc2C)s1 | 3 | -0.4 | -3 | -1 | 9 | 0 | -2 | 2 | -5 | -3
17 | COc1ccc(CNC(=O)CCSCc2cccc(Cl)c2)cc1 | -2 | 0.5 | -1 | -1 | 4 | -10 | 2 | 10 | 3 | 0
18 | Cc1cc(C)nc(N(C#N)CN2C(=O)c3ccccc3S2(=O)=O)n1 | -2 | -0.4 | -2 | 3 | 3 | 1 | -1 | 3 | 2 | 0
19 | COc1ccc(C(CC(=O)NCC(OC)OC)NS(=O)(=O)c2ccc(Cl)cc2)cc1 (configuration not stated) | 0 | 0.7 | -2 | 2 | 3 | 2 | -1 | 9 | 1 | 6
20 | CCN(CC)S(=O)(=O)c1ccc(OC)c(NC(=O)C2CC(=O)N(c3ccc(C)cc3)C2)c1 (configuration not stated) | 2 | 0.0 | 9 | -3 | 11 | -10 | -1 | -1 | -4 | 9
21 | COc1ccccc1/C=C(/C#N)C(=O)O | 1 | -1.4 | 2 | -3 | 0 | 0 | -2 | -1 | 1 | 1
22 | O=C(C1=NN[C@@H]2C(=O)N(c3cccc(F)c3)C(=O)[C@H]12)c1cnccn1 | 36* | 1.0 | 8 | -1 | -6 | nt | -2 | 3 | -6 | 8
23 | CCNC(=S)Nc1ccc(OC(F)(F)F)cc1 | 4 | -0.3 | -2 | 1 | -6 | 1 | -7 | 7 | 7 | -11
24 | COc1ccc(CNC2CCN(Cc3ccccc3)CC2)cc1 | -3 | -1.1 | -3 | -3 | 7 | -6 | -1 | 3 | 2 | 15
25 | CS(=O)(=O)N1CCN(c2ccc(NC(=O)c3cccnc3Cl)cc2)CC1 | -2 | -0.1 | 0 | 4 | 3 | 5 | 0 | 4 | 3 | -6
26 | CC1(C)CC(=O)C2=C(C1)C(c1cn(-c3ccccc3)nc1-c1ccccc1)C(C#N)=C(N)O2 (configuration not stated) | 0 | -2.1 | 8 | 4 | 7 | -31 | 2 | -8 | 1 | -3
27 | CCc1nc(N2CCN(S(=O)(=O)c3ccc(Br)cc3)CC2)c2c(C)c(C)sc2n1 | -1 | -3.3 | 5 | 0 | 1 | -24 | 4 | -8 | -7 | -6
28 | COc1cc(OC)cc(C(=O)NC2CCCCCCC2)c1 | 4 | 1.6 | -5 | -4 | -2 | -9 | -3 | -7 | -3 | 14
29 | CCOC(=O)CCSc1nc(-c2ccccc2)cc(C(F)(F)F)n1 | 0 | -0.1 | -5 | 2 | 3 | -18 | -1 | -2 | -1 | 1
30 | CCOc1ccccc1C(=O)Nc1nnc(SCC(=O)N2CCOCC2)s1 | 3 | 0.6 | -2 | 6 | 3 | 3 | -5 | 0 | -7 | -16

The list goes on; it opens with the 3 that closed the last part.
No. | Compound | PRMT1 FP inh | PG9 binder | rCAG binder | Rev-erbA mod | TCR-CD3 inh | HTRA1 inh | LEDGF integ inh | SIAE inh | ABHD4 inh | TDP2 inh
28 | COc1cc(OC)cc(C(=O)NC2CCCCCCC2)c1 | 4 | 1.6 | -5 | -4 | -2 | -9 | -3 | -7 | -3 | 14
29 | CCOC(=O)CCSc1nc(-c2ccccc2)cc(C(F)(F)F)n1 | 0 | -0.1 | -5 | 2 | 3 | -18 | -1 | -2 | -1 | 1
30 | CCOc1ccccc1C(=O)Nc1nnc(SCC(=O)N2CCOCC2)s1 | 3 | 0.6 | -2 | 6 | 3 | 3 | -5 | 0 | -7 | -16
31 | O=C(/C=C\c1ccc(-c2cccc([N+](=O)[O-])c2)o1)N1CCOCC1 | 2 | -1.7 | 4 | 3 | 1 | -8 | -2 | 2 | -3 | -3
32 | Cc1ccc(NC2c3ccccc3C(=O)N2c2cccnc2)cc1 (configuration not stated) | -4 | -1.6 | -2 | -1 | 6 | 4 | 4 | 1 | 4 | 1
33 | Cc1ccc(C)n1-n1cnc2sc(-c3ccccc3)cc2c1=O | 1 | 0.9 | -1 | 6 | -11 | -15 | -1 | 5 | 1 | 3
34 | COc1cc(OC)cc(C(=O)NC(C(=O)NNC(=O)c2ccc(C)cc2)C(C)C)c1 (configuration not stated) | 0 | -0.2 | 2 | -2 | -1 | 1 | -4 | 0 | 2 | 11
35 | Cn1c(CN2CCCCC2)nc2cc([N+](=O)[O-])ccc21 | 5 | -1.5 | -1 | -3 | -2 | 3 | -4 | 6 | -2 | 7
36 | COc1cc(NC(=O)c2ccco2)c(OC)cc1NC(=O)CSc1ncc(-c2ccc(F)cc2)[nH]1 | 1 | 3.0 | -9 | -6 | -9 | 6 | 3 | -1 | -2 | -10
37 | OC(COCCOc1ccc(Br)cc1)CN1CCCCC1 (configuration not stated) | 1 | -1.3 | -2 | -4 | 2 | -1 | 1 | 3 | 7 | 2
38 | CC(C)OC(=O)N(C)C[C@H]1OCc2cn(nn2)CCCC(=O)N([C@@H](C)CO)C[C@@H]1C | 0 | -1.2 | 0 | 1 | -1 | nt | -4 | 3 | -2 | 2
39 | COc1ccc(CCN(C)C(=O)CNC(=O)Cc2cccc3ccccc23)cc1OC | 0 | -1.1 | -4 | 5 | 0 | -4 | 1 | 4 | 2 | 2
40 | O=C(O)/C(=C\c1ccccc1OC(F)F)c1ccc(-c2ccccc2)cc1 | 5 | -0.8 | 48* | -3 | -1 | -56 | -2 | -12 | -9 | -13
41 | O=C(Nc1cccc(F)c1)C1CC(=O)N(c2ccc(Cl)cc2)C1 (configuration not stated) | -1 | 1.8 | 3 | 1 | 12 | -16 | -2 | -1 | -6 | -1
42 | Cc1cc(C)nc(/N=C2\NC(=O)CC(C(=O)O)N2c2ccc(C)c(C)c2)n1 (configuration not stated) | 3 | 0.3 | 10 | -3 | -6 | 3 | -2 | 1 | 3 | 9
43 | COc1cc(S(=O)(=O)Nc2ccc3nc(C)sc3c2)ccc1NC(C)=O | 8 | 1.1 | 4 | 4 | 8 | -3 | -6 | -4 | 8 | 2
44 | CC(C)Cc1ccc(C(C)C(=O)N2CCOCC2)cc1 (configuration not stated) | 1 | 1.0 | -6 | 1 | -5 | 7 | -1 | -1 | -1 | 8
45 | Cc1ccccc1N1C(=O)C2C3C=CC(CC3)C2C1=O (configuration not stated) | 0 | -1.0 | -1 | -3 | 2 | 11 | -2 | -3 | 4 | 8
46 | COc1ccc(C(=O)c2c(C(F)(F)F)oc3c2C(=O)c2ccccc2C3=O)cc1OC | 0 | 0.9 | 0 | 3 | 4 | 6 | 10 | 6 | 9 | 11
47 | Cc1ccc(S(=O)(=O)NCCc2cccs2)cc1 | -4 | -1.9 | -1 | 2 | -2 | -4 | 5 | -7 | -7 | -8
48 | CSCCC(NC(=O)OC(C)(C)C)C(=O)Oc1ccc2c(=O)c(-c3ccc4c(c3)OCCO4)coc2c1 (configuration not stated) | 0 | 0.1 | 0 | -2 | 5 | 4 | 1 | 12 | -6 | 2
49 | Cc1ccc(N(CC(=O)NCC2CCCO2)C(=O)CNS(=O)(=O)c2ccc(Cl)cc2)cc1 (configuration not stated) | 5 | -0.9 | -6 | -1 | -10 | -3 | -2 | -9 | 2 | 5
50 | O=C1CCN(Cc2cccnc2)CCN1[C@H](CO)Cc1ccccc1 | -2 | -1.4 | -6 | -4 | -4 | -4 | -2 | 5 | -3 | -6
51 | COc1ccc(CNC(=O)C(C)N(C)Cc2cccc(F)c2)cc1 (configuration not stated) | -8 | 1.1 | -6 | -4 | -5 | 4 | 2 | 3 | -5 | -21
52 | CC1=NCCN1CCNC(=O)Nc1cc(C)cc(C)c1 | 3 | -1.3 | -3 | -6 | -6 | nt | -3 | -1 | -1 | -3
